Compound activity: PubChem, several laboratories
PDI turbidity: PDI (human) enzyme inhibition. inhibition, % at 10 µM. PDI insulin aggregation turbidity, A650, 90 min. AID 588391. 0.052% of 350,000 active;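 active = mean inhibition across replicates of 30% or more, whatever share of single replicates reach that level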;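 also: absorbance from insulin aggregation driven by PDI reduction with DTT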
Target sequence (P07237 whole entry, looked up): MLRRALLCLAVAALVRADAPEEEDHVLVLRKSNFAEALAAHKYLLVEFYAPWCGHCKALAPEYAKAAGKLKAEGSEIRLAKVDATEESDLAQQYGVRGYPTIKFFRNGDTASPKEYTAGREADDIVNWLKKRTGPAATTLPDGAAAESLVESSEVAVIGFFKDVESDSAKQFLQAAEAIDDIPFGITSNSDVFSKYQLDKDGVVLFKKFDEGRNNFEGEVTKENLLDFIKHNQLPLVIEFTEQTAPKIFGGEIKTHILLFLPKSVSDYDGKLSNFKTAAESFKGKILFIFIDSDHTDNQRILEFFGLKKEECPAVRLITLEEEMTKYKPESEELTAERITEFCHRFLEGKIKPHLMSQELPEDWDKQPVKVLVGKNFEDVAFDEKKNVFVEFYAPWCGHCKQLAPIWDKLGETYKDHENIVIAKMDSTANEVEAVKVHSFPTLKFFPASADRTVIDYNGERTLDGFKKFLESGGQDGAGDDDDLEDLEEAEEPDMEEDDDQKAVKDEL
MITF TRPM1 inh: inhibitors of MITF-driven TRPM1 promoter in melanoma cells | inhibition, % at 12.5 µM | SK-MEL-5 TRPM1 promoter luciferase, 24 h | 0.83% of 330,000 active | AID 488899;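 active = mean inhibition across replicates of 60% or more, whatever share of single replicates reaches that level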; also: values of inactives mirror those of a sister screen read the other way
HTR2A ag: activates the mouse 5-HT2A serotonin receptor; CHO-K1 mHTR2A beta-arrestin complementation, luminescence; percent of 30 µM serotonin response; activation, % at 7.6 µM; 0.66% of 360,000 active; AID 624169;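 active = activation above a run cutoff, the mean activation of all tested compounds plus 3 SD, cut at about 14% in these data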;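 also: 0% = plate median of compound wells and 100% = 30 µM serotonin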
NR2E3 ag-1: agonists of human nuclear receptor NR2E3; Q9Y5X4; GST-NR2E3/biotin-RetCOR TR-FRET, 1536-well; inhibition of corepressor binding, % at 4.78 µM; 0.12% of 320,000 active; AID 2300;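 active = percent inhibition above the cutoff of mean plus 3 SD of all tested compounds, set per screening campaign, cut at about 20% in these data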;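 also: 0% = DMSO wells and 100% = biotin wells as full block of FRET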
Target sequence (Q9Y5X4 whole entry, looked up): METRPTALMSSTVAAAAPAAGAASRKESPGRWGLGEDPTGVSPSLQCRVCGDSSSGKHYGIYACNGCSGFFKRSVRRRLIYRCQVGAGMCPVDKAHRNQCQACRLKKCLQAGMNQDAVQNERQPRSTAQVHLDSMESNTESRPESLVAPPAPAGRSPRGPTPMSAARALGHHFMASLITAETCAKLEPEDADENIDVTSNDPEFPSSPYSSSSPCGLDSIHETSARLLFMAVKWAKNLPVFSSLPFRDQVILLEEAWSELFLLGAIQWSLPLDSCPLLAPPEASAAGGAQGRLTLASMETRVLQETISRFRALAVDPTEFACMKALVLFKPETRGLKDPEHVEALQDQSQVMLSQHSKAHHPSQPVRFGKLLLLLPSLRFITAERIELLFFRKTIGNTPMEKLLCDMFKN
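System: GST-tagged NR2E3 plus biotinylated RetCOR corepressor; Buffer or medium: pH 7.5 Tris-based buffer; Probe or stimulus: RetCOR corepressor, biotinylated, 7 nM; Doses: compound at 4.8 µM, single dose; Schedule: 5 h incubation at 4 °C; Technique: time-resolved FRET; Evaluation: percent inhibition of TR-FRET ratio; Replication: one well per compound, singlicate testing.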
hiPSC survival: increases survival of single human iPS cells. hiPSC single-cell survival, ATPlite luminescence; 100% = ROCK inhibitor wells, 0% = DMSO. AID 602274. 0.044% of 360,000 active. survival enhancement, % at 20 µM; in the data active = survival enhancement above about 18%;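 also: cells exposed to compounds for 16 hours before the ATP read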
Cardio protect: myocardial damage modulation in H9c2 cells; AID 588492; protection from H2O2 cell death, % at 20 µM; H9c2 cardiomyocytes, H2O2 injury protection, ATPLite, 2 h; 0.63% of 360,000 active;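 active = compounds giving at least 50% protection of heart cells from peroxide-induced death in the single-dose screen, raw or plate-pattern-corrected value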;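 also: 0% = DMSO wells with peroxide and 100% = DMSO wells without peroxide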
CaV13 ICDI inh: Primary screen for inhibitors of IQ motif and Ca2+-dependent inactivation inhibitor domain binding in CACNA1D, Förster resonance energy transfer in living cells, …; inhibition, % at 12.3 µM; AID 743397; 0.098% of 340,000 active; HEK cells, CFP/YFP FRET ICDI-IQ, plate reader, 10 min; percent FRET-ratio fall versus neutral wells;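 active = mean replicate inhibition of at least 30% and at least 1% of replicates passing that level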;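 also: 0% = median of the neutral control wells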
Shn3 inh set2: inhibitors of Schnurri-3 3'UTR reporter in osteoblasts; 0.52% of 360,000 active; AID 588674; Clone20 osteoblast Shn3 3'UTR firefly luciferase, 24 h; inhibition, % at 12.5 µM;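 active = mean inhibition of at least 75% with every replicate also reaching 75%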;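 also: 0% = median of neutral control wells and 100% = pilot-screen positive control compound; some compounds past the cut are filed as inactive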
HIF-2a block: blocks HIF-2a reporter activity; AID 624352; inhibition, % at 18.8 µM; 786-0 RCC cells HIF-2a reporter, luciferase luminescence, overnight; 0.72% of 360,000 active;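 active = inhibition of the luminescence signal of 40% or more relative to plate controls, in a single-dose primary screen at 18.75 µM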
NR2E3 ag-2: activates human NR2E3 receptor; CHO-S Gal4-NCOR/VP16-NR2E3 two-hybrid, luciferase; inhibition of corepressor binding, % at 3.98 µM; 0.35% of 360,000 active; AID 602229; Q9Y5X4;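 active = inhibition above the mean of all tested compounds plus 3 SD, cut at about 70% in these data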;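 also: 0% = DMSO with NR2E3 transfected cells and 100% = cells lacking NR2E3 construct; higher means lower luciferase signal from less NR2E3 corepressor binding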
Peg3 promoter: reduces Peg3 promoter-driven luciferase expression in HeLa. HeLa PEG-Prom luciferase reporter, luminescence, overnight. inhibition, % at 20 µM. 1.7% of 360,000 active;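 active = inhibition of at least 50% at 20 µM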
The depositor's hits bear a star; nt = no result given. Outcome played no part in choosing rows; 3.9% or so of the library scored in one or more.

SMILES	PDI turbidity	MITF TRPM1 inh	HTR2A ag	NR2E3 ag-1	hiPSC survival	Cardio protect	CaV13 ICDI inh	Shn3 inh set2	HIF-2a block	NR2E3 ag-2	Peg3 promoter
CN(C(=O)CSc1nnc(-c2ccc(F)cc2)c2ccccc12)C1CCS(=O)(=O)C1 (stereo not given)	-3	13	4	-1	0.2	10	-6	7	20	0	12
Cc1ccc(NCCCn2ccc(NC(=O)OCc3ccccc3)nc2=O)cc1C	9	9	-5	nt	3.0	-12	-5	2	1	8	8
COc1ccc(NC(=O)c2nnn(CC(=O)Nc3ccc4c(c3)OCO4)c2N)c(OC)c1	-5	-23	-5	-2	-0.5	-15	-6	-3	-140	-24	-138
C(COC1CC2CC1C1C2CC2OC21)OC1CC2CC1C1C2CC2OC21 (stereo not given)	-2	-15	4	nt	-0.8	4	-5	0	-10	-20	-46
O=C(NNC(=O)[C@@H]1CCCC[C@@H]1C(=O)O)Nc1ccccc1	5	-1	-1	-1	1.6	3	-3	-5	0	-77	1
Cc1c(C(=O)Oc2cccc3cccnc23)oc2ccccc12	-4	27	1	0	-0.3	-7	-6	-9	16	-22	8
Cc1cc(NC(=O)CCCn2cc([N+](=O)[O-])cn2)n(Cc2ccc(F)cc2)n1	-2	7	3	-2	-0.5	-5	-1	-12	14	-10	13
CSc1nc(Sc2cccc(Cl)c2)c2ccccc2n1	-8	2	3	1	0.6	4	-5	0	-2	5	-1
CC1(C)Cc2ccccc2C(N/N=C/c2ccc(Cl)cc2)=N1	-9	-3	-3	1	-1.2	-1	-6	-16	-72	3	-4
CN(c1ccc(OCC(=O)NC2CCC(O)CC2)cc1)S(=O)(=O)c1ccc(Cl)cc1 (stereo not given)	8	-2	-1	nt	-1.4	-1	-6	5	8	-52	7
Cc1ccc(N(C)C(=O)N2CCN(S(=O)(=O)c3ccc(C)c(C)c3)CC2)cc1	-5	-4	-1	1	0.7	1	-5	6	7	0	23
Cc1ccc(Cl)c(NC(=O)CN2CCNC(=O)C2)c1Cl	8	15	-1	-2	-0.2	4	5	-6	18	10	4
O=C(Cn1ccc(NC(=O)OCc2ccccc2)nc1=O)NCCc1c[nH]c2ccccc12	15	4	-1	4	0.3	25	-10	8	18	-8	8
CN(C)Cc1ccc(CNC(=O)c2ccc(Cl)c(S(=O)(=O)NC3CC3)c2)cc1	2	-4	-7	2	-0.5	4	-2	-4	6	14	6
CCCCNC(=S)Nc1ccc(Cl)cc1	-1	-4	-2	-2	-1.4	2	nt	27	-64	-25	-51
Cc1cc(C)nc(SCc2nc3ncccn3c2Br)n1	-7	10	4	-2	3.3	5	nt	-7	14	-25	8
COc1ccc(C)cc1S(=O)(=O)N(C)CC(=O)NC1CC1	-6	12	0	0	1.1	6	-9	13	-9	-3	10
Cc1ccc(NC(=O)CCC(=O)NNC(=O)c2cccs2)c(C)c1	-9	-2	1	-1	-1.5	3	-9	11	3	-12	22
COc1ccc(C(=O)O/N=C(/c2cccs2)C(C)(C)C)cc1	0	4	7	-6	-0.2	-2	-3	-5	20	-6	14
CCCCOc1ccc(CN=C(N)N)cc1Cl	-11	10	-6	-1	0.3	-3	-14	7	19	3	6
Cc1cc(N2C(=O)C(O)=C(C(=O)c3ccco3)C2c2cccc(Cl)c2)no1 (stereo not given)	-3	-2	13	9	-0.4	11	-2	-7	-32	-10	-2
CCOCCCNC(=O)C(NC(=O)Cc1cccs1)c1ccc(C)cc1 (stereo not given)	-8	1	3	-1	-0.5	1	-6	-9	20	19	12
CCOc1ccc(-n2nc3c(=S)[nH]nc(C)c3c2C)cc1	-8	-3	8	26*	-1.1	-4	-8	7	0	1	8
O=S(=O)(c1ccc2ccccc2c1)N1CCOCC1	1	10	3	2	0.2	1	-3	-9	13	0	20
Cc1cccc(NC(=O)CCCN=C2NS(=O)(=O)c3ccccc32)c1C	-2	3	-6	1	-0.3	13	-6	11	-1	6	11
Cc1cc(-c2csc(NC(=O)C3=COCCO3)n2)c(C)n1C	15	-17	6	0	1.0	0	-7	1	4	-40	-41
C[C@@H](c1ccccc1)N1C[C@H](COCc2ccccc2)Oc2cc(N3CCC[C@H]3C(N)=O)ccc2S1(=O)=O	nt	nt	9	nt	0.7	nt	-7	nt	14	-12	nt
Cc1cc(C)n2nc(C(=O)Nc3cccc(S(=O)(=O)N(C)c4ccccc4)c3)nc2n1	2	4	-4	0	-0.3	9	2	19	17	-13	6
OC(CN1C2=NCCCN2c2ccccc21)c1ccc2c(c1)OCO2 (stereo not given)	9	14	-1	2	-4.6	27	-5	-5	12	-3	12
CCOC(=O)c1[nH]c(C)c(C(=O)OCC(=O)NC(=O)NC(C)(C)C)c1C	6	-22	2	2	0.7	-2	nt	-3	-13	-11	-9
CC(O)c1nc(C(C)O)n(CC(=O)c2ccccc2)n1 (stereo not given)	-11	2	6	3	-0.1	-1	-4	-14	10	-1	-1
CCNC(=O)CSc1nc2ccccc2c(=O)n1-c1cccc(OC)c1	11	-15	-1	2	-1.8	-1	-7	0	17	3	20
CC(C)(C)c1ccc(S(=O)(=O)NCC(=O)N2CCN(C(=O)c3ccco3)CC2)cc1	-5	12	-1	-2	-0.4	-3	-3	-2	-3	6	17
Cc1ccc(NS(=O)(=O)c2ccc3c(c2)NC(=O)C(C)C(=O)N3)cc1C (stereo not given)	nt	-4	-2	1	-1.4	14	-7	12	15	-10	10
O=C(CN1CCN(c2ccc(Cl)cc2)CC1)Nc1ccc(F)c(F)c1	11	-12	-7	-1	2.0	-18	-5	9	19	0	30
Cc1ccc(NC(=O)CN(C)C(=O)c2ccccc2Cc2ccccc2)cc1	10	3	-6	nt	0.2	-3	-6	-4	-3	-8	9
CCOc1ccc(NC(=O)c2c(N)n(C)c(=O)[nH]c2=O)cc1	3	-51	6	2	-2.6	2	-5	-53	-168	-44	-91
CC(C)CCn1c(SCCN2CCOCC2)nc2c1c(=O)[nH]c(=O)n2C	-3	-3	-3	1	7.7	4	-6	-4	29	10	22
Cc1ccc(OCCn2cnc3c2c(=O)n(C)c(=O)n3C)cc1	-4	10	3	6	-0.2	-9	-7	64	9	0	14
CCN1CCN(C(=S)c2ccc(SC)cc2)CC1	-8	-23	1	-3	-1.5	3	-4	-10	5	2	-1
COC(=O)[C@H](Cc1ccccc1)NC(=O)NC(C)CCc1ccccc1 (stereo not given in full)	-3	-1	-1	-4	-0.9	-3	-1	9	10	9	17
CCCC1=C(C(=O)OCC)C(c2ccccc2OC)NC(=O)N1 (stereo not given)	0	-5	-4	2	-0.9	-4	nt	-10	8	-21	32
Cc1ccc(NC(=O)c2cccs2)cc1NC(=O)c1ccco1	0	-11	-5	0	1.4	1	-3	-20	-3	4	-13
CCn1nc(C(=O)N2CCc3ccccc32)c2ccccc2c1=O	-6	9	-1	3	0.5	1	-6	16	24	-11	15
O=C(CN1CCN(c2ccccc2F)CC1)c1ccc2c(c1)OCO2	-5	-5	-3	0	-2.4	21	-5	-17	-40	-36	-25
O=C(c1ccccn1)N1CCCC(N2CCN(Cc3ccc4c(c3)OCO4)CC2)C1 (stereo not given)	3	-12	2	2	-0.2	6	-4	9	-27	19	-24
Brc1ccc(CN2CCN(Cc3c[nH]c4ccccc34)CC2)cc1	22	2	-9	-1	-0.6	-9	-16	15	10	-45	19
COc1cccc(OC)c1C(=O)Nc1c(C)n(C)n(-c2ccccc2)c1=O	-3	-7	4	-2	0.8	-3	nt	-8	2	0	6
Cc1ccc(OCC(=O)NC2CC(C)(C)NC(C)(C)C2)cc1C	4	6	-1	0	-2.2	2	-5	7	9	-18	-9
CCCc1cc(=O)oc2cc(OC(C)C(=O)NCC3CCC(C(=O)O)CC3)ccc12 (stereo not given)	nt	-1	-1	3	0.9	0	nt	-16	5	-6	2

Additional compounds
SMILES	PDI turbidity	MITF TRPM1 inh	HTR2A ag	NR2E3 ag-1	hiPSC survival	Cardio protect	CaV13 ICDI inh	Shn3 inh set2	HIF-2a block	NR2E3 ag-2	Peg3 promoter
CCC1(C)Cc2c(sc3nn[nH]c(=O)c23)CO1 (stereo not given)	-9	0	9	0	-2.7	-2	nt	-12	7	-15	3
O=C(CCS(=O)(=O)c1ccc(Cl)cc1)N1CCCc2ccccc21	-9	-6	-2	3	-0.4	0	-6	-34	-57	-25	-32
COc1ncnc(OC)c1S(=O)(=O)NCc1ccccc1	2	-3	-2	2	-0.2	-4	-4	11	9	6	-2
COc1ccc(CNC(=O)N2CCc3nc(Nc4cc(OC)c(OC)c(OC)c4)ncc3C2)cc1	-4	nt	0	nt	-0.2	7	-7	-12	-1	27	-4
O=C(NCCc1c[nH]c2ccccc12)C1CCN(S(=O)(=O)c2ccccc2)CC1	8	5	8	1	0.0	4	-14	-6	7	-8	13
Cc1ccc(-n2c(O)c(/C=N/Nc3ccc(S(=O)(=O)N4CCOCC4)cc3[N+](=O)[O-])c3ccccc3c2=O)c(C)c1	19	17	6	-1	-0.2	-31	-5	33	4	-3	38
O=C(CN1C(=O)/C(=C2/SC(=S)N(CCS(=O)(=O)O)C2=O)c2ccccc21)Nc1cccc(C(F)(F)F)c1	-1	-4	9	nt	-1.7	1	-7	4	0	9	9
COc1ccc(C(=O)NC(=S)NCc2cccnc2)cc1Cl	3	3	5	2	0.3	-6	-5	-11	-13	-2	3
CSc1ccccc1NC(=O)COc1ccc2c(c1)OCO2	4	-57	0	nt	0.2	-3	-5	-47	-178	2	-169
COc1ccc(C)cc1-n1nnnc1SCC(=O)Nc1cccnc1Cl	1	9	-5	0	-0.9	-11	-6	23	14	18	11
CCCOc1ccccc1-c1nc2c([nH]1)c(=O)[nH]c(=O)n2C	-10	-1	9	-1	-2.9	9	-1	6	11	-1	-3
O=C(O)CC(c1ccc(OC2CCCC2)cc1)N1C(=O)c2ccccc2C1=O (stereo not given)	0	5	-4	0	0.8	1	-4	0	16	2	6
CCOC(=O)C1CCCN(C(=O)c2cccc(Cl)c2)CC1 (stereo not given)	3	nt	3	nt	-0.7	-2	-5	-10	4	-22	-4
O=C(Nc1nnc(C2CC2)s1)c1ccc(Cl)c(S(=O)(=O)N2CCc3ccccc3C2)c1	3	-1	-1	0	-1.2	9	-5	-4	-25	-14	8
N#CCCN(C(=O)COC(=O)CNC(=O)c1cccs1)c1ccc(F)cc1	-3	1	12	8	-0.2	3	-6	-1	-7	7	-16
